HIF activator = HIF pathway transcriptional activation; U2OS HRE-luciferase reporter, luminescence; normalized: DMSO 0%, desferrioxamine 100%; activation, % at 7.5 µM (by protocol); 300,000 compounds, 0.32% hits;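 active means mean activation of at least 10% of the iron chelator positive control signal, with at least half of replicates also reaching 10%; inconclusive means mean and replicate majority disagree about reaching 10%; inactive means mean and most replicates under 10%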
aSyn UTR inh = MLPCN primary screen, SNCA 5' untranslated region; alpha-synuclein 5'UTR reporter, inhibitor activity; inhibition, % (tested at 7.5 µM); 300,000 compounds, 0.82% hits; in the data active means inhibition above about 60%; inconclusive means no clear call, values can overlap the other calls;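 further: H4 neuroglioblastoma cells stably carrying SNCA 5'UTR luciferase fusion; 0% = DMSO wells and 100% = positive control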
HSF1 activator = increases HSF-1 driven luciferase reporter signal; AID 504408; activation, % at 9 µM; NIH3T3-HGL HSF-1 luciferase reporter, MG132, 8 h; 100% = twice DMSO control signal; 300,000 compounds, 1.7% hits;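 active means mean replicate activation of at least 50% with a set share of replicates each reaching 50%; inconclusive means only one of those two conditions met; inactive means mean below 50% and too few replicates reaching it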;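 further: 0% = median of the neutral control wells and 100% = twice that signal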
KLF5 inhibitor = suppresses KLF5 promoter-driven expression | DLD-1 KLF5 promoter-luciferase reporter, luminescence | inhibition, % at 5 µM | 290,000 compounds, 0.23% hits | AID 1700;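 active means inhibition above a per-plate limit of that plate's mean compound inhibition plus 3 SD, cut at about 60% in these data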;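 further: 0% = DMSO wells and 100% = LY294002 at 200 µM; higher means less KLF5 promoter-driven luciferase light; inactives centre near -14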
Platelet DG rel = platelet dense granule release activity | inhibition, %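 (compounds screened at 7.5 µM in platelet-rich plasma)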 | AID 1663 | 300,000 compounds, 0.22% hits | human platelet-rich plasma, SFLLRN dense granule ATP release, luminescence;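 active means mean replicate score, as percent of positive control, at or above 50; inconclusive means mean below 50 but at least one replicate at or above 50; inactive means mean and every replicate below 50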
HDAC3 inh = inhibitors of human histone deacetylase 3 | O15379 | recombinant HDAC3, fluorogenic peptide/trypsin coupled, fluorescence | inhibition, % at 8.3 µM | 320,000 compounds, 0.15% hits | AID 2718; in the data active means inhibition above about 26%, passing the limit was not always enough; inconclusive means no clear call, values can overlap the other calls
Target sequence (O15379 whole entry, looked up): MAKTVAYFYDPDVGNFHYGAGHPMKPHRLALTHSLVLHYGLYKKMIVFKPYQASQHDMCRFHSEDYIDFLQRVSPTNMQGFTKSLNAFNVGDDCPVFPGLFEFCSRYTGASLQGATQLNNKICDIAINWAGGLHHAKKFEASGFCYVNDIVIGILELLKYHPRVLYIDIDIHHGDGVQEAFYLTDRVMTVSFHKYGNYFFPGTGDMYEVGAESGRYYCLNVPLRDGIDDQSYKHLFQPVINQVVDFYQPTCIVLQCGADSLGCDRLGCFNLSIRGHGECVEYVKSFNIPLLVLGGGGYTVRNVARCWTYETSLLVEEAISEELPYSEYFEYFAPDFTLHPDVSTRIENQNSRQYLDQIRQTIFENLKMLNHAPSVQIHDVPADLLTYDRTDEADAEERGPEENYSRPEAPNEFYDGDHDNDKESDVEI
HSF1 inh = HSF1 inhibition; NIH3T3-HGL HSE-luciferase, MG132-induced, luminescence 8 h; hits give low values; activity change, negative = inhibition, % at 7.5 µM (by protocol); 300,000 compounds, 0.77% hits; AID 2098;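 active means more than half of replicate wells show activity change below -50%, luminescence cut by over half; inconclusive means some wells, but at most half, below -50%; inactive means no replicate well below -50%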;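 further: luciferase reports HSF-1 transcriptional activity via heat shock element; 0% = median of DMSO wells and -100% = zero luminescence signal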
AI-2 QS modul = modulates the Vibrio harveyi AI-2 quorum sensing system; activity change, % at 7.5 µM; 300,000 compounds, 0.4% hits; AID 2094; Vibrio harveyi JMH597 AI-2 luminescence/OD600 ratio, 9 h; hits give low values; strain lacks LuxN and CqsS sensors; 0 = neutral-control median; in the data active means activity change below about -75%, passing the limit was not always enough; inconclusive means no clear call, values can overlap the other calls;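 further: luminescence divided by OD600 gain over 9 h not by final OD600 alone; inactives centre near 13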
HSP90 refold inh = blocks HSP90-mediated luciferase refolding in reticulocyte lysate; Rabbit reticulocyte lysate, luciferase refolding luminescence, 3 h; 290,000 compounds, 0.91% hits; inhibition, % at 5.6 µM; AID 1789;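 active means inhibition above the screen-wide mean plus 3 SD, computed separately per campaign, cut at about 16% in these data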;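 further: 0% = DMSO wells and 100% = 60 µM geldanamycin wells; inhibitors lower the luminescence because luciferase stays unfolded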
IEC-6 tox = IEC-6 cytotoxicity, counter-screen for KLF5 inhibitors | luminescence viability | inhibition, % at 5 µM | 290,000 compounds, 0.78% hits; in the data active means inhibition above about 22%;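 further: 0% = plate median of test compound wells and 100% = cytotoxic reference compound wells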
Starred values were filed as active, the others as inactive; ? = inconclusive; · = not tested or not shown.

SMILES	HIF activator	aSyn UTR inh	HSF1 activator	KLF5 inhibitor	Platelet DG rel	HDAC3 inh	HSF1 inh	AI-2 QS modul	HSP90 refold inh	IEC-6 tox
c1ccc(-c2nnc3n2NC(c2ccc4c(c2)OCO4)S3)cc1 (centres undefined)	-0.2	7	-1	-28	-6	0	-4	31	2	0
Cc1cc(C(=O)CSc2nnc(-c3cccnc3)n2-c2ccccc2F)c(C)n1C	0.1	-5	14	-22	-1	4	0	1	4	2
Cc1csc(N2CCCC2c2nc3cc(Cl)c(N4CCCCC4)cc3n2CCOCCO)n1 (centres undefined)	0.3	19	-5	·	3	9	-6	8	·	·
COc1ccccc1OCCC(=O)OCC(=O)NC(=O)NC(C)(C)C	-0.1	-5	-4	-15	-2	-8	-4	29	0	-6
COc1ccc(C(C(=O)NCc2ccccc2)N(Cc2cccs2)C(=O)c2cnccn2)cc1 (centres undefined)	-0.9	7	7	-7	-2	0	-9	7	-2	1
CCOC(=O)/C=C/C(=O)Nc1ccc(S(=O)(=O)N2CCc3ccccc32)cc1	-0.6	2	19	-17	0	-1	7	26	5	1
COc1nc(OC)nc(N2CCC(C(=O)NC3CCCCCC3)CC2)n1	0.2	-18	4	-9	-7	-7	-5	11	3	4
Cc1ccc(Cn2c(N)c(S(=O)(=O)c3cccs3)c3nc4ccccc4nc32)cc1	-0.2	-17	·	-9	-1	-2	·	38	4	5
N#CCCC(CCC#N)C1=NCCc2ccccc21	0.2	19	-22	-27	1	-5	-4	21	-1	-2
O=C(COC(=O)c1ccncc1)Nc1cccc(Cl)c1	·	·	·	-1	·	-8	·	-2	-1	-6
COc1ccc(Br)cc1CN(C)C(=O)c1cc(Cl)c2c(c1)OCCO2	0.0	34	-6	7	11	-2	-2	13	4	6
COC(=O)C1CCCCN1C(=O)c1ccc2oc(C(C)C)nc2c1 (centres undefined)	0.4	-42	10	-35	-8	3	4	13	2	-5
CCc1nnc(NC(=O)C2CCN(c3nc(C)cc(C)n3)CC2)s1	-0.3	7	-8	7	5	-1	-5	10	-1	-4
CCC(Sc1ncccc1C(=O)Oc1cccc([N+](=O)[O-])c1)C(=O)Nc1ccccc1OC (centres undefined)	-0.2	-22	?	6	0	0	21	3	1	4
CCOc1ccc(C(=O)SC2=NCCS2)cc1	0.5	3	-9	-54	-1	7	0	27	0	-1
COCCN=C1OC(=O)N2C(=O)C3=C4[C@@H](C[C@H]5C(=O)N(c6ccccc6)C(=O)[C@H]5[C@H]4[C@@]12Cc1ccccc1)[C@H]1C(=O)N(c2ccccc2)C(=O)[C@H]1[C@H]3C	0.4	2	6	·	2	3	10	30	·	·
CCN1C=C(Cc2ccc(F)cc2)C2=C(C1)C(c1ccc(F)cc1)C(C#N)=C(N)O2 (centres undefined)	-0.6	-7	19	-33	-2	8	11	24	6	3
CN(C(=O)c1cccc(C#N)c1)c1nnc(C2CCCO2)s1 (centres undefined)	-0.7	-3	-6	-21	-3	-6	-2	-3	-2	0
CCc1cc(=O)[nH]c(SCc2ccc(C)cc2)n1	0.0	-17	9	6	-4	-1	3	25	2	5
O=C(O)CCn1nnc2ccccc21	0.4	-9	13	2	3	-11	5	-2	2	-2

Complete entries, quoted from the list. Order of values: HIF activator	aSyn UTR inh	HSF1 activator	KLF5 inhibitor	Platelet DG rel	HDAC3 inh	HSF1 inh	AI-2 QS modul	HSP90 refold inh	IEC-6 tox
`COc1ccccc1OCCC(=O)OCC(=O)NC(=O)NC(C)(C)C` across the screens: -0.1	-5	-4	-15	-2	-8	-4	29	0	-6
`Cc1csc(N2CCCC2c2nc3cc(Cl)c(N4CCCCC4)cc3n2CCOCCO)n1` (centres undefined) across the screens: 0.3	19	-5	·	3	9	-6	8	·	·

Later entries
SMILES	HIF activator	aSyn UTR inh	HSF1 activator	KLF5 inhibitor	Platelet DG rel	HDAC3 inh	HSF1 inh	AI-2 QS modul	HSP90 refold inh	IEC-6 tox
Cc1noc(C)c1C1(O)CCCCCCCCCCC1	0.0	1	-1	-11	-1	0	-8	14	0	1
CCCc1nc2ccccc2n1CC(O)COc1ccc(NC(C)=O)cc1 (centres undefined)	-0.5	2	14	-1	0	-4	-7	10	0	3
CCOC(=O)C1C(c2ccccc2)C(C(=O)OCC)S(=O)(=O)C(CCN(CC)CC)S1(=O)=O (centres undefined)	-0.5	-2	12	-5	-5	4	-5	-19	0	-5
Cc1ccc(C(=O)N2CCC(C(=O)c3c(C)cc(C)cc3C)CC2)cc1	-1.4	5	-26	-3	-3	0	-11	20	15	10
C=CCn1c(SCc2cc(=O)n3ccsc3n2)nc2sc(C)c(C)c2c1=O	0.0	42	-2	·	-4	-3	-4	20	·	·
O=C1C=CC(=O)N1c1ccc(Sc2ccc([N+](=O)[O-])cc2)cc1	-0.1	9	82*	-28	8	1	42	58	2	-5
COc1ccc(S(=O)(=O)Nc2cc(C)nn2-c2ccccc2)cc1	-0.4	13	24	-24	-11	1	4	21	2	-4
CC1(C)CC(=O)C(N=Nc2cc(Cl)c(Cl)c(Cl)c2)=C(O)C1	0.3	-9	20	-11	-3	1	10	12	-2	-8
COc1ccc(NC(=O)C(Cc2ccccc2)n2cccc2)cc1 (centres undefined)	-0.2	5	-17	2	3	-10	6	14	7	3
O=C(c1ccc(Cl)c([N+](=O)[O-])c1)N1CCN(C(=O)c2ccco2)CC1	-0.7	-16	-17	-17	2	1	-3	17	0	0
CC(=O)Oc1ccc2nc(-c3cccs3)oc(=O)c2c1	-0.5	-8	6	-35	-3	-2	2	1	2	3
O=C(Nc1ccc(Br)cc1)c1ccccc1CC[N+](=O)[O-]	0.0	7	-13	-6	-20	3	-3	9	-1	2
CC(C)CCNC(=O)c1onc(CSc2ccccn2)c1C(=O)NCCC(C)C	0.4	-14	-11	·	1	5	7	19	·	·
CCN(CC)CCCC(C)NC(=O)c1cc(=O)c2ccccc2o1 (centres undefined)	0.1	22	-2	2	1	-2	-10	24	4	-5
Cc1nnc(SCC(=O)N2CCOCC2)[nH]c1=O	-3.0	4	3	-44	16	0	-2	10	2	-1
CCCCN(C(=O)c1[nH]c(C)c(C(C)=O)c1C)c1c(N)n(CCCC)c(=O)[nH]c1=O	-0.8	-10	-8	·	·	-4	-2	12	·	·
O=C(OCc1nc2ccccc2s1)c1cccc(N2C(=O)CCC2=O)c1	0.5	12	14	-20	-3	2	2	0	-6	-1
CC(=O)CC(=O)Nc1ccc(Cl)cn1	-0.2	3	-3	-27	5	-2	-9	12	3	2
O=C(COC(=O)c1ccc(N2CCOCC2)c([N+](=O)[O-])c1)Nc1ccc2c(c1)OCO2	0.2	4	-2	3	12	3	2	15	-2	-4
COCCN(Cc1nc(-c2ccc(-c3ccccc3)cc2)oc1C)C(C)C	-2.4	-215	-35	-104	0	-15	-27	3	85*	-7
Brc1ccc2c(c1)[C@H]1OCC[C@H]1[C@@H](c1cccs1)N2	0.7	72*	24	-12	-27	7	15	21	0	4
Cc1ccc(O)c(C2=NCCNC(C(F)(F)F)=C2)c1	-0.4	6	-9	-50	-2	4	-4	6	1	-6
COc1cc(S(=O)(=O)N2CCOCC2)ccc1NC(=O)CSc1nnc(N)s1	-0.1	-2	6	-12	1	0	3	13	-2	2
COc1cccc(CNC(=O)Cn2ccc3cc(S(=O)(=O)N4CCCC4)ccc32)c1	0.3	27	-6	-7	0	2	3	-6	3	2
CC(C)NS(=O)(=O)c1cc(F)ccc1CN1C(=O)c2cccnc2C1=O	-0.2	11	-10	-20	-2	-2	2	-9	-2	-3
O=C1NC(=Nc2ccccc2Cl)S/C1=C\c1cc([N+](=O)[O-])ccc1O	0.7	-13	1	-51	-1	8	-3	7	-4	-8
O=C(NCCN1CCCC1=O)Nc1ccccc1	-11	-13	-11	-19	-4	-6	2	21	-3	-6
CN(C)C(=S)Nc1nc2ccccc2s1	2.3	-137	83*	-182	6	·	45	46	0	30*
O=C(CCn1c(=S)oc2ccccc21)Nc1ccc2c(c1)OCCO2	0.0	1	20	-1	0	·	-2	18	-1	0
CCC(=O)Nc1cc2c3c(c1)CCN3C(=O)CC2	-0.2	-9	-5	-17	4	7	3	11	-3	-1
c1ccc(-c2nnc(CSc3nncs3)o2)cc1	1.3	-44	28	-32	-32	2	15	·	3	-2
Nc1nnc(SCC(=O)OCC(=O)Nc2ccccc2F)s1	0.0	22	·	14	2	-3	·	6	-4	-6
CN1CCN(CC(O)COc2ccc(C(=O)O)cc2)CC1 (centres undefined)	-1.0	3	-2	-17	7	-8	-1	25	-2	-6
Cc1ccc(C)c(S(=O)(=O)N2CCCCC2CCNC(=O)C(=O)NCc2ccncc2)c1 (centres undefined)	-0.1	34	15	·	-13	4	0	15	·	·
CCOC(=O)c1c(NC(=O)c2ccccc2N(C)S(=O)(=O)c2ccccc2)sc2c1CCCC2	0.6	12	-9	-6	-9	0	-5	23	2	11
N#C/C(=C\c1c(Cl)cccc1Cl)c1nn(-c2ccccc2)c(-n2cccc2)c1C#N	-0.3	-9	10	9	1	7	8	26	4	-9
Cc1ccc(N2C(=O)C3C(c4ccccc4)(C2=O)C3(c2ccccc2)c2ccccc2)cc1 (centres undefined)	-0.4	22	-2	19	-3	-4	-2	13	6	-2
O=C(O)Cn1c(O)c(C2=c3ccccc3=NC2=O)sc1=O	1.1	-11	24	5	7	5	1	5	3	0
CCCCCC1(C)NC(=S)N(c2ccccc2)N1 (centres undefined)	0.8	-11	23	-24	-4	1	-2	16	2	3
CCOC(=O)C1CCN(S(=O)(=O)c2cc(C(=O)N3CCCCC3)ccc2OC)CC1	-0.4	19	-1	-22	20	6	0	14	2	-2
CCC(C)[C@H](NC(=O)NC1CCN(Cc2ccccc2)CC1)C(=O)OC (some centres undefined)	-0.4	-21	-6	7	-10	-5	-1	16	3	1
CC1CCCN(C(=O)CSc2nnc(-c3cccs3)o2)C1 (centres undefined)	1.8	-79	44	-102	-6	-11	17	12	-1	1
Nc1cc(C(=O)O)c(Oc2ccc(Cl)cc2Cl)cc1C(=O)O	-0.3	-9	7	-23	-4	-75	-2	15	-1	3
CCCc1cc(=O)n2c([nH]c3ccccc32)c1C#N	·	-70	7	-19	-5	-93	-12	7	2	0
CC(=O)c1cccc(N(C(=O)c2ccco2)C(C(=O)NC2CCCC2)c2cccs2)c1 (centres undefined)	0.0	-12	1	3	5	0	1	6	0	0
O=C(NC1CCCCC1)NC12CC3CC(CC(C3)C1)C2	0.5	-14	0	-7	1	-1	3	8	2	5
Cc1cc(C)nc(SCC(=O)Nc2ccc(S(=O)(=O)Nc3ncccn3)cc2)n1	-0.2	2	5	-10	-8	-13	-2	5	-4	-2
COc1ccc(NC(=O)c2sccc2C)c([N+](=O)[O-])c1	2.3	-184	74*	-88	-7	-1	43	2	-1	0
COc1ccc(C(CNc2nc(-c3cccnc3)nc3ccccc23)N(C)C)cc1 (centres undefined)	1.4	-35	19	-5	0	1	-2	·	2	3
COc1ccc(-c2n[nH]c(=S)n2-c2ccccc2C)cc1OC	-0.6	10	-8	-1	3	0	-5	9	2	-1
COc1ccc(NC(=O)C2CCN(S(=O)(=O)c3cccc4cccnc34)CC2)cc1	·	14	-2	-13	2	3	-2	9	-1	3
S=C(NCCc1ccccn1)Nc1ccc(Cl)cc1Cl	0.7	-14	-2	-47	-1	2	9	-1	4	8

Screening data from PubChem BioAssay.
